# Bioassay records from PubChem.
# M. tuberculosis GlmU: inhibition of mycobacterial GlmU enzyme – biochemical, glucosamine-1-phosphate acetyltransferase (AID 1376); Bifunctional protein GlmU (Mycobacterium tuberculosis (strain ATCC 25618 / H37Rv)); M. tuberculosis GlmU acetyltransferase enzyme assay; higher % means a stronger effect; inhibition, %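 (tested at 30 µM in the primary screen)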, or IC50 in µM where a hit was titrated; hit rate 0.25% among 220,000; in the data active = inhibition above about 13%;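 also: 0% = complete reaction with vehicle and 100% = reaction without substrate; strong numbers were not always called active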
# RmlCD inh 1536: M. tuberculosis RmlC/RmlD coupled enzyme inhibitors, primary screen, biochemical, compound mixtures, 384-well, from 1536-well plates; inhibition, % at 3.6 µM; dTDP-4-dehydrorhamnose reductase (Mycobacterium tuberculosis (strain ATCC 25618 / H37Rv)) …; AID 1533, 2009; RmlC+RmlD coupled enzyme assay, percent inhibition; primary screen in compound mixtures; hit rate 0.03% among 160,000; in the data active = inhibition mostly above about 34%, no sharp cut-off; also: some results filed as inactive read as strong as hits
# Target sequence (P9WH09 whole entry, looked up): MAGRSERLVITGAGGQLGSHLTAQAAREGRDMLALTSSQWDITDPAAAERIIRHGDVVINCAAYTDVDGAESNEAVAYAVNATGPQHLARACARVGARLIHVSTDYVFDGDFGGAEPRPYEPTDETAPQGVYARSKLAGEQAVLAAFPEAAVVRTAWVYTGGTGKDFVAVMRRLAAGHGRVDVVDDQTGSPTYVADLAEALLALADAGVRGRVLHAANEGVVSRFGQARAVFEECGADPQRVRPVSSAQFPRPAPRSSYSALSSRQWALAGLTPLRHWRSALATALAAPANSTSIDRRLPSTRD
# Target sequence (P9WH11 whole entry, looked up): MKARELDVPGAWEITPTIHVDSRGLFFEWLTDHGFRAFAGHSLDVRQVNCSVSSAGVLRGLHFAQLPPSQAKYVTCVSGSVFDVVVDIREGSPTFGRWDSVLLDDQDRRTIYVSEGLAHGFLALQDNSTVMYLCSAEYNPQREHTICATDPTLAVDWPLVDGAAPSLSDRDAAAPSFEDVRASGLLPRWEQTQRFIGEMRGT
# Numbers without * were called inactive; / = no result given; & = joins results of further samples. The list is partial. The share of hits here may be higher or lower than overall.
# Start of the data: the first 3 entries as a preview:
SMILES | M. tuberculosis GlmU | RmlCD inh 1536
Cc1nn(CC(=O)NCc2ccccc2)c(=O)c2ccccc12 | 5.1% | -8
CCOc1ccc(NC(=O)CSc2nnc(C)n2CC2CCCO2)cc1 (stereo unspecified) | 2.8% | 10
Cc1cc(C)cc(OCC(=O)O/N=C(\N)Cc2ccc([N+](=O)[O-])cc2)c1 | 1.9% | -11

# The whole of this part, from the start:
SMILES | M. tuberculosis GlmU | RmlCD inh 1536
Cc1nn(CC(=O)NCc2ccccc2)c(=O)c2ccccc12 | 5.1% | -8
CCOc1ccc(NC(=O)CSc2nnc(C)n2CC2CCCO2)cc1 (stereo unspecified) | 2.8% | 10
Cc1cc(C)cc(OCC(=O)O/N=C(\N)Cc2ccc([N+](=O)[O-])cc2)c1 | 1.9% | -11
Cc1nc2c(s1)sc1ccccc12 | 2.8% | -4
CCOC(=O)N1CCN(C(=O)c2ccc3c(=O)n(CCC4=CCCCC4)c(=S)[nH]c3c2)CC1 | -2.4% | 5
C[C@@H](C(=O)NCC1CC1)[C@H]1C[C@]1(C)[C@H](NC(=O)OCc1ccccc1)c1ccccc1 | -2.2% | /
O=C(CSc1ccccc1)Nc1ccncc1 | -0.3% | 35
CCOC(=O)C(C)NC(=O)Cn1ncc2c(=O)oc3ccc(C)cc3c21 (stereo unspecified) | 3.0% | 11
CN(C)C(=O)c1cn(-c2ccccc2)nc1-c1cccc([N+](=O)[O-])c1 | 2.1% | 3
COc1ccc(CC(=O)N2CCc3cc(OC)c(OC)cc3C2O)cc1OC (stereo unspecified) | -6.9% | /
CC(=O)c1ccc(N=Nc2ccc(N)cc2)cc1 | 5.1% | 4
COc1ccc(Cn2c(C)c(C)c(C#N)c2NC(=O)Nc2cccc(Cl)c2)cc1 | 2.1% | 3

# Part of the list above in order of heavy-atom count, ascending:
SMILES | M. tuberculosis GlmU | RmlCD inh 1536
CC(=O)c1ccc(N=Nc2ccc(N)cc2)cc1 | 5.1% | 4
CCOc1ccc(NC(=O)CSc2nnc(C)n2CC2CCCO2)cc1 (stereo unspecified) | 2.8% | 10
CCOC(=O)N1CCN(C(=O)c2ccc3c(=O)n(CCC4=CCCCC4)c(=S)[nH]c3c2)CC1 | -2.4% | 5

# More entries:
SMILES | M. tuberculosis GlmU | RmlCD inh 1536
COC(=O)CNC(=O)C1CCN(C(=O)OCc2ccccc2)CC1 | 0.0% | 5
CC(=O)Cc1nsc(NC(=O)c2cc(-c3ccccc3Cl)oc2C)n1 | 4.4% | 6
Cc1ccc(N(C)C(=O)Oc2cccc3ccc(C)nc23)cc1 | -3.7% | 19
Cc1ccc2nsnc2c1NC(=O)c1ccc([N+](=O)[O-])cc1 | -1.9% | -7
O=C(NCCc1ccccc1)C1CCN(C(=O)NCc2ccccc2)CC1 | -4.6% | /
CCC(=NCCO)c1c(O)n(-c2ccc(Cl)cc2)c(=O)[nH]c1=O | 1.2% | /
CCN1c2cccc3cccc(c23)S1(=O)=O | / | -7
Cn1c(=O)c(=O)n(C)c2cc(S(=O)(=O)N3CC(=O)N(CCc4ccccc4)C(=O)C3)ccc21 | -3.7% | 1
O=C(CN1CCCc2ccccc21)N/N=C/c1ccccc1 | -12% | -6
O=C(O)CCc1ccc(-c2ccccc2)n1-c1cccc(O)c1 | -5.5% | 8
O=[N+]([O-])c1cc(Cl)ccc1-c1nc(-c2ccccc2)no1 | 1.5% | 11
COCCNC(=O)CN(C(=O)CCC(=O)Nc1cc(C)on1)c1ccc(C)cc1C | 0.8% | 32
O=[N+]([O-])c1ccc(N/N=C/c2ccc(OCc3cccc4ccccc34)cc2)nc1 | 0.5% | -10
O=C(O)COc1c(-c2ccco2)oc2ccccc2c1=O | 8.1% | -4
C/C(Cn1nnc([N+](=O)[O-])n1)=N\NC(=O)c1ccncc1 | 7.9% | 4
COC(=O)CC/C(O)=C1\C(=O)CC(C)(C)CC1=Nc1ccccc1OC | -1.3% | 95
CCN(CC)c1ccc(/C=N\NC(=O)c2cccc3cc[nH]c23)cc1 | 1.0% | 22
Cc1cc(C)c2c(=O)n(CC(=O)NCCCN3CCN(c4ccccc4F)CC3)sc2n1 | / | -4
Cc1nnc(SC(=O)N2c3ccccc3Sc3ccccc32)s1 | 7.2% | 5
Nc1nc(-c2ccccc2)c(-c2ccccc2)o1 | 4.0% | 6
COCCCNc1nc2c(c(=O)[nH]c(=O)n2C)n1CC(O)COc1ccccc1 (stereo unspecified) | 0.6% | /
Cc1cc(NC(=O)CSc2nnc(-c3ccc4c(c3)OCCO4)o2)no1 | 1.0% | -5
O=C(COc1ccc([N+](=O)[O-])cc1)NCc1ccncc1 | 0.8% | /
CCc1c(C)sc(NC(=O)c2cc(-c3ccc(O)cc3)on2)c1C#N | 4.6% | -5

# Reprinted at random: two entries already listed
SMILES | M. tuberculosis GlmU | RmlCD inh 1536
CCN(CC)c1ccc(/C=N\NC(=O)c2cccc3cc[nH]c23)cc1 | 1.0% | 22
COCCCNc1nc2c(c(=O)[nH]c(=O)n2C)n1CC(O)COc1ccccc1 (stereo unspecified) | 0.6% | /

# (further entries)
SMILES | M. tuberculosis GlmU | RmlCD inh 1536
CC(=O)NNC(=O)CCn1nnc(-c2ccc(Cl)cc2)n1 | 2.2% | 14
CCOC(=O)C1CCN(C(=S)Nc2ccc(C)cc2)CC1 | -0.9% | -7
CC1CCCN(Cc2c(O)ccc3c(=O)c(-c4nc5ccccc5s4)c(N)oc23)C1 (stereo unspecified) | -2.5% | 0
CCCCOC(=O)NC(NCC(O)c1ccccc1)(C(F)(F)F)C(F)(F)F (stereo unspecified) | -4.5% | 6
CCOC(=O)C1CCN(CC(=O)Nc2ccc(OC)c(Cl)c2)CC1 | -1.0% | 2
Cc1ccc2[nH]c(C(=O)O)c(NC(=O)c3ccccc3[N+](=O)[O-])c2c1 | -0.7% | -15
COc1ccc(C(=O)CSc2nc3nc(C)cc(C)n3n2)cc1OC | -4.8% | 15
CC(=O)Nc1ccc(/C=N/Nc2ccc(C(=O)c3c(C)cc4ccccn34)cc2[N+](=O)[O-])cc1 | -5.5% | /
Cc1cccc(N2CCN(C(=O)c3cc(C)oc3C)CC2C)c1 (stereo unspecified) | -1.6% | 8
Cc1onc(-c2ccccc2)c1C(=O)Nc1cccc(OC(C)C)c1 | 0.7%&-0.4% | 15
COc1ccc(NC(=O)N2CCCC2)cc1OC | 4.1% | -11
Cc1cc(Cl)ccc1N=C1N=C(N)c2ccccc21 | 2.0% | -13
O=C(c1cncc(Br)c1)N1CCN(c2ccc(N3CCOCC3)nn2)CC1 | 7.9% | -6
Cc1ccc(C)c(NC(=S)Nc2ccc(S(=O)(=O)Nc3ncccn3)cc2)c1 | -2.8% | -3
CN(C(=O)c1ccno1)c1nnc(-c2ccccn2)s1 | 2.9% | -177
CC(=O)N[C@@H](Cc1c[nH]c2ccccc12)C(=O)OCC(=O)Nc1ccc(Cl)c(S(=O)(=O)N(C)C)c1 | -6.6% | -1
c1ccc(-c2csc(N3CCSCC3)n2)cc1 | -2.0% | 105
CCCCOCC(O)CCc1n[nH]c(=S)n1-c1ccccc1 (stereo unspecified) | -4.2% | 2
C=CCn1c(COc2ccc(Cl)cc2)nnc1SCC(=O)N1CC(=O)Nc2ccccc21 | -2.3% | /
Cc1ccc(-c2nnn(CC(=O)N(c3ccccc3)C(C(=O)NC3CCCC3)c3ccco3)n2)o1 (stereo unspecified) | 2.6% | /
Cc1ccc2nc(SC(C)C(=O)N3CCCC3)[nH]c2c1 (stereo unspecified) | -3.1% | 9
COc1cccc(-n2nnc3c(=O)n(CC(=O)Nc4ccc(C)cc4)cnc32)c1 | 5.9% | -10
COC(=O)c1ccc(NC(=S)NCCCN2CCCC2=O)cc1 | -3.1% | /
O=C(O)c1ccccc1C(=O)Nc1ccc(-n2ccc(C(F)(F)F)n2)cc1 | -0.4% | -2
CC[n+]1ccc(C)c2cc(SC(F)(F)F)ccc21 | -7.3% | -10
Cc1cc2ccccn2c1C(=O)c1cccc([N+](=O)[O-])c1 | 5.1% | 3
C=CCC1C=CCC(CC=C)N1C(=O)c1ccccc1[N+](=O)[O-] (stereo unspecified) | -4.6% | -11
COc1ccc(NS(=O)(=O)c2ccc(N3CCCC3=O)cc2)cn1 | -2.8% | 41
Cc1c(NC(=O)C(C)Oc2ncnc3ccccc23)c(=O)n(-c2ccccc2)n1C (stereo unspecified) | -3.7% | -10
Cc1noc(C)c1COC(=O)[C@H](C)NS(=O)(=O)c1ccc(Cl)c(Cl)c1 | 3.4% | -7
O=C(NCc1cccc(Br)c1)C1CC2Cn3c(nc4ccccc43)C2N1Cc1ccccc1 (stereo unspecified) | 4.9% | /
CCOC(=O)c1c(NC(=S)N2CCN(C)CC2)sc2c1CCN(C(=O)OCC)C2 | 2.0% | 12
O=C(O)/C=C/C(=O)Nc1ccc(OC(F)F)cc1 | 5.8% | 3
CS(=O)(=O)NCCOc1ccc(S(=O)(=O)NCCOc2ccccc2)cc1 | 5.3% | -7
CCOc1ccc(NC(=S)Nc2ccccc2C2(C)CC2)cc1 | 2.6% | -1
O=C(N/N=C/c1cn(-c2ccccc2)nc1-c1cccnc1)c1cccnc1 | -1.8% | -13
O=C(Nc1ccc(C(=O)N2CCOCC2)cc1)c1cccs1 | 1.8% | -5
CCCc1nnc(SCc2ccc(OC)cc2)n1N | 0.5% | -3
c1ccc(-c2nc3nonc3nc2-c2ccccc2)cc1 | / | 4
COc1ccc(Cl)cc1N1CC(C(=O)Nc2nccs2)CC1=O (stereo unspecified) | 1.8% | 10
CCC(CO)[n+]1c(C)cc(/C=C2\Sc3ccccc3N2Cc2ccccc2)cc1C (stereo unspecified) | -5.6% | 9
Cc1ccc(-c2nn(CCC#N)cc2C(=O)O)cc1C | 1.7% | 0
O=C(CSc1nnc(Nc2ccccc2)s1)Nc1cccnc1Cl | 1.8% | -26
O=C(C1CCCN(S(=O)(=O)c2cccc3cccnc23)C1)N1CCN(c2ccc(F)cc2)CC1 (stereo unspecified) | -1.1% | 12
CC1(C)Cc2c(c(-c3ccccc3)[nH]c(=O)c2C#N)CS1 | 3.5% | /
CCOC(=O)N1CCN(S(=O)(=O)c2ccc(C)c([N+](=O)[O-])c2)CC1 | -4.0% | /
CC(C)c1ccccc1NC(=O)c1ccc(CN(c2ccccc2)S(=O)(=O)c2ccccc2)cc1 | 2.4% | 11
COc1ccc(C(=O)C2CCCN(C(=O)CCc3ccccn3)C2)c(C)c1 (stereo unspecified) | 2.4% | /
Cc1cccc(-n2c(-c3ccccc3)nc3ccccc3c2=O)n1 | 0.9% | 8
O=C(NNC1=C(C(=O)C(F)(F)F)CCC1)c1cccnc1 | -3.5% | 15
CCOCCCNC(=S)NCCCNc1nc2c(C)c(C)ccc2cc1C#N | -5.3% | /
CCN(CC)NC(=S)Nc1ccccc1 | 1.8% | 1
O=C(CCc1ccc(S(=O)(=O)N2CCOCC2)cc1)N1CCCC1 | -0.3% | 5
Cc1ccc2nsnc2c1S(=O)(=O)NCc1cccnc1 | 2.6% | 6
O=C(NNS(=O)(=O)c1ccccc1)C1CC(c2cccnc2)=NO1 (stereo unspecified) | -5.0% | 1
COc1ccc(CCNc2oc(COc3ccccc3F)nc2C#N)cc1OC | -5.0% | -6
O=C(CNC(=S)N(Cc1ccccc1F)C1CCCCC1)NCC1CCCO1 (stereo unspecified) | 2.9% | -8
CCN=C1SC(CC(=O)Nc2sc(C)c(C)c2C(=O)OC)C(=O)N1CC (stereo unspecified) | 0.4% | 24
Cc1ccc(C(C(=O)Nc2ccc3c(c2)OCO3)N(C)C(=O)Cc2c[nH]c3ccccc23)cc1 (stereo unspecified) | -7.0% | 11
CCCc1cc(=O)[nH]c(SCc2nc3ccc([N+](=O)[O-])cc3[nH]2)n1 | 3.5% | -14

# The results go on:
SMILES | M. tuberculosis GlmU | RmlCD inh 1536
CCOc1ccc(C(c2c(O)nc(SC)n(C)c2=O)c2c(O)nc(SC)n(C)c2=O)cc1 | 7.0% | -6
CCC(C(=O)O)N1C(=O)c2ccccc2C1=O (stereo unspecified) | 1.3% | -9
COc1ccc(-c2csc3ncnc(Nc4ccc(O)cc4)c23)cc1 | 7.1% | /
C#CCOCCOCCOCCNc1nc(N2CCN(C(=O)Cn3cc(CCCN=C(N)N)nn3)CC2)nc(N2CCN(C(=O)[C@H](C)n3cc(CCCN=C(N)N)nn3)CC2)n1 | -6.0% | /
Cc1cccc(CCNC(=O)C2CCCN(S(=O)(=O)c3cnc[nH]3)C2)c1 (stereo unspecified) | 4.5% | -3
NC1=NC2(CCCCC2)N(c2ccc(F)cc2)C(N)=N1 | 1.4% | /
Cc1cc(F)c(F)c(C(=O)N2CCN(C)CC2)c1Cl | 1.1% | 104
O=C(CCCN1C(=O)/C(=C\c2ccco2)SC1=S)Nc1cccc2ccccc12 | 6.5% | -12
O=c1[nH]c(O)c(Cc2ccc3c(c2)OCO3)c(=O)[nH]1 | -0.8% | -7
O=C(C1CCN(c2ncnc3c2sc2cccc(F)c23)CC1)N1CCCC1 | -6.0% | /
CN(Cc1cnn(C)c1)C(=O)c1cc2ccccc2oc1=O | 9.3% | /
CCOC(=O)[C@H]1O[C@@H]1C(=O)N[C@@H](CC(C)C)C(=O)NCCC(C)C | 3.6% | 3
Cc1ccc(C=C2C(Cl)=C(Cl)C(Cl)=C2Cl)cc1 | 1.5% | 0
CC(=O)C1=C(O)C(=O)N(c2ccc(S(=O)(=O)Nc3nccs3)cc2)C1c1ccc([N+](=O)[O-])cc1 (stereo unspecified) | -3.9% | 3
Cc1noc(C)c1C(=O)Nc1ccc2c(c1)CCC2 | 2.7% | /
COc1ccc(NC(=S)Nc2ccccn2)c(OC)c1 | 1.0% | 1
